AmpC no deterg: inhibitors of E. coli AmpC beta-lactamase without detergent. P00811. AmpC nitrocefin hydrolysis, absorbance 480 nm, 0.0001% Triton. Potency, µM (series often up to 57.1 µM), without a hit: top-dose activity change, negative = inhibition, most hits filed as inhibitors. 0.52% of 330,000 active;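 also: potency is read from the fitted curve at half-maximal effect; plate controls were no compound for no effect and no enzyme for full effect; nearly all actives have a fitted effect of over 20% in size; some results filed as inactive show a strong effect at the top dose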
Target sequence (P00811 whole entry, looked up): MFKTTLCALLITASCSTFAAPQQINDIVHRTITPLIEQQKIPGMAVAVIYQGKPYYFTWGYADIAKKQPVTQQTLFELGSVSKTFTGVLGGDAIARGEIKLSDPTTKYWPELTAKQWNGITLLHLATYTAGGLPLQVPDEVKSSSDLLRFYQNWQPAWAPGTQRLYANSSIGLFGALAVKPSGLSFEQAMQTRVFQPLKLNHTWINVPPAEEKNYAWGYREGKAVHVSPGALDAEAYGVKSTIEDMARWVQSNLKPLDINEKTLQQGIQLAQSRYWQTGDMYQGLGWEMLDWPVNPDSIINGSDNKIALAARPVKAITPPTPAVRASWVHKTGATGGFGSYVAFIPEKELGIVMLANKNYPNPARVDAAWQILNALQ
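20 mM phosphate pH 7.0 + 0.01% (detergent screen) or 0.0001% Triton X-100; 5.3 nM AmpC reagent; cpd preinc 15 min RT; nitrocefin (800 uM stock) to start; A480 q20 s × 4 min; Activity was normalised to no-enzyme and no-compound control wells.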
AmpC inh detg: blocks E. coli AmpC beta-lactamase in detergent assay. AmpC hydrolysis of nitrocefin, absorbance 480 nm, 0.01% Triton. Potency, µM (titrated, usually from 114 µM), for the others: at the top dose activity change, negative = inhibition, most hits filed as inhibitors. 0.041% of 370,000 active;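 also: potency is read from the fitted curve at half-maximal effect; 0% = no-compound wells and -100% = no-enzyme wells; nearly all actives have a fitted effect of over 25% in size; some results filed as inactive show a strong effect at the top dose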
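AmpC (5.3 nM in the dispensed reagent) in 20 mM phosphate pH 7.0 with 0.01% (detergent screen) or 0.0001% Triton X-100 was preincubated with compounds for 15 min at room temperature. Nitrocefin was then added from an 800 uM solution, and hydrolysis was followed at 480 nm.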
AMA1 RON2 block: disrupts binding of P. falciparum AMA1 to RON2; AlphaScreen AMA1-biotinylated RON2 peptide binding; Potency, µM (titrated, usually from 58.2 µM), for inactives: top-dose activity change, negative = inhibition, actives largely listed as inhibitors; 0.2% of 360,000 active; AID 720542;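 also: potency is read from the fitted curve at half-maximal effect; 0% = vehicle wells and -100% = peptide control; nearly all actives have a fitted effect of over 45% in size; some results filed as inactive show a strong effect at the top dose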
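AMA1 (3D7) with his tag at 25 nM final met compounds first, then biotinylated RON2 peptide at 25 nM; detection used donor plus acceptor beads, 10 µg/mL apiece, read by AlphaScreen after 30 min at room temperature.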
HCV inhibitor: inhibitors of hepatitis C virus infection; Huh7.5.1 HCVcc-Cre infection, luciferase reporter, 44 h; Potency, µM (top dose mostly 41.8 µM), inactives show at the top dose activity change, negative = inhibition, hits mostly inhibitors; 3.4% of 340,000 active; AID 651820; also: potency is read from the fitted curve at half-maximal effect
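Cells (1,000/well) were plated 4 h before compound, then infected with HCVcc-Cre virus (~0.5 moi). After 44 h further culture, infection was read as luciferase luminescence following a 15 min substrate incubation at room temperature.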
LmPK inhibitor: inhibitors of Leishmania mexicana pyruvate kinase. Q27686. purified LmPK, Kinase-Glo ATP luminescence, 1 h. Potency, µM (series often up to 57.5 µM), for the others: at the top dose activity change, negative = inhibition, usual class: inhibitors. 0.37% of 290,000 active; also: potency is read from the fitted curve at half-maximal effect
Target sequence (Q27686 whole entry, looked up): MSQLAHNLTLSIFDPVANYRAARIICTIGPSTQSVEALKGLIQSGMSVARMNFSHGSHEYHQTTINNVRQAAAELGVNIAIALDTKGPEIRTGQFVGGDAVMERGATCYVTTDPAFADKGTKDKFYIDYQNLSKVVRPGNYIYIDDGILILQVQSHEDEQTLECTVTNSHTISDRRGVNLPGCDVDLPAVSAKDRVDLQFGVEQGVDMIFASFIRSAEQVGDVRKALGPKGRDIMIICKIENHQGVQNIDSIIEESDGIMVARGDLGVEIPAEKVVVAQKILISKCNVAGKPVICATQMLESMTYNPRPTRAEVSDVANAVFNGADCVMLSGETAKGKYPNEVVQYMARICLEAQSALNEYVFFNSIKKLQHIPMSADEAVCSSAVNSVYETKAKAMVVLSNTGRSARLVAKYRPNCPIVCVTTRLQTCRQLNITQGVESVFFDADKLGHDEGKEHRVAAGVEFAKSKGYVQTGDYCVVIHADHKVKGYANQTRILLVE
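qHTS format; LmPK 0.1 nM; substrates PEP 0.5 mM and ADP 0.1 mM. One-hour room-temperature incubation, then coupled luciferase luminescence; 0.5 nM enzyme wells mark activation.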
TbPYK inhibitor: T. brucei pyruvate kinase inhibition. Q57TT1. TbPYK enzyme, Kinase-Glo Plus ATP luminescence, 45 min. Potency, µM (top dose mostly 76.8 µM), for inactives: top-dose activity, negative = inhibition, hits mostly inhibitors. 0.12% of 410,000 active; also: potency is read from the fitted curve at half-maximal effect; nearly all actives have a fitted effect of over 50% in size
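Screened from lowest to highest concentration, compounds were pinned into TbPYK/substrate mixtures, and ADP (130 uM final) was added. Plates sat at room temperature for 45 min prior to Kinase-Glo Plus detection by luminescence.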
HCMV antiviral: inhibitors of human cytomegalovirus. HFF cells, HCMV-luciferase reporter, 72 h; active compounds read low. activity change, negative = inhibition, % at 57.5 µM. 4.5% of 410,000 active. AID 1259415; in the data active = activity change below about -60%; inconclusive = no clear call, values can overlap the other calls; inactive = above about -39%
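Screen run at 2 compound doses on HFFs infected with reporter HCMV, MOI 1 PFU/cell. Luciferase activity from cell lysates at 72 h post infection gave inhibition relative to buffer-only and Salinomycin wells.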
* marks the source's active call; other numbers are inactive results; ? = inconclusive; nt = no result given; [ ] = remark or other dose. Unless noted, calls follow the shape of the dose curve; as a rule, active = well fitted curve in the direction sought with a large enough effect; inconclusive = small, poorly fitted or top-dose-only effect, or another doubt; inactive = no such curve, though single readings can be large; an effect the other way counts as inactive or inconclusive. Unless noted, % is scaled to controls: 0 for no effect and ±100 for the full control effect.

Preview, five compounds:
SMILES	AMA1 RON2 block	TbPYK inhibitor	AmpC inh detg	HCV inhibitor	AmpC no deterg	HCMV antiviral	LmPK inhibitor
CCC(=O)c1ccc(N2CCN(C(=O)c3ccc(F)cc3)CC2)c(F)c1	1%	-1%	3%	?	24%	18	-1%
CCN(C(=O)Oc1ccccc1)c1ccc(C(O)(C(=O)OC)C(F)(F)F)cc1 (configuration not stated)	-12%	0%	?	11%	14%	44	1%
O=C(c1cc(-c2ccc(O)cc2)on1)N1CCCc2ccccc21	0%	-11%	-5%	-5%	-44%	19	9%
CCc1ccc(NC(=O)c2ccc3ncsc3c2)cc1	nt	nt	-5%	nt	-11%	nt	-5%
Nc1nc(N2CCOCC2)n[nH]1	-10%	0%	2%	0%	-18%	?	-1%

The whole of this part, from the first entry:
SMILES	AMA1 RON2 block	TbPYK inhibitor	AmpC inh detg	HCV inhibitor	AmpC no deterg	HCMV antiviral	LmPK inhibitor
CCC(=O)c1ccc(N2CCN(C(=O)c3ccc(F)cc3)CC2)c(F)c1	1%	-1%	3%	?	24%	18	-1%
CCN(C(=O)Oc1ccccc1)c1ccc(C(O)(C(=O)OC)C(F)(F)F)cc1 (configuration not stated)	-12%	0%	?	11%	14%	44	1%
O=C(c1cc(-c2ccc(O)cc2)on1)N1CCCc2ccccc21	0%	-11%	-5%	-5%	-44%	19	9%
CCc1ccc(NC(=O)c2ccc3ncsc3c2)cc1	nt	nt	-5%	nt	-11%	nt	-5%
Nc1nc(N2CCOCC2)n[nH]1	-10%	0%	2%	0%	-18%	?	-1%
COC(=O)Cc1ccc(OC(=O)CCS(=O)(=O)c2ccc(Cl)cc2)cc1	15%	1%	-13%	21%	-17%	-23	nt
COC(=O)c1cc(OC)c(OC)cc1NC(=S)N1CCN(C/C=C/c2ccccc2)CC1	?	-7%	-3%	?	200%[activator]	35	2%
COc1cc(NC(=O)COn2nnc3ccc(S(C)(=O)=O)cc32)cc(OC)c1	10%	0%	9%	-17%	-21%	-68*	11%
CCOc1ccc(C2NC(=O)NC(C)=C2C(=O)OC)cc1C (configuration not stated)	6%	-7%	?	0%	-9%	27	0%
O=C(NCN1CCc2ccccc2C1)c1cnccn1	9%	-9%	?	-5%	1%	37	4%
CC1(C)CC(=O)C2=C(C1)N=C1SCCC(=O)N1C2c1ccc(C(F)(F)F)cc1 (configuration not stated)	-2%	0%	-4%	nt	42%	?	0%
CCn1cc(/C=N/NS(=O)(=O)c2ccc(C)cc2)c(C)n1	32%[activator]	5%	0%	19%	-12%	4	-3%
CSCCC(NS(=O)(=O)c1ccc(C)cc1)C(=O)N1CCCCCCC1 (configuration not stated)	8%[11.6 µM]	-5%	5%	-12%	41%	?	nt
Cc1ccccc1C(=O)Nc1ccc(C(=O)N/N=C/c2ccncc2)cc1	72%[activator]	-3%	?	2%	-46%	-29	-8%
CC(C)(C)c1cc(C(=O)N/N=C/c2cc3c(cc2Br)OCO3)n[nH]1	18%	1%	0%	11µM*	-27%	7	14%

Continued.
SMILES	AMA1 RON2 block	TbPYK inhibitor	AmpC inh detg	HCV inhibitor	AmpC no deterg	HCMV antiviral	LmPK inhibitor
Cc1cnc(C(=O)OCc2ccc(COC(=O)c3cnc(C)cn3)cc2)cn1	0%	0%	?	1%	-4%	99	-4%
COc1cccc(NC(=O)c2ccc(NS(=O)(=O)c3cccs3)cc2)c1	-9%	-2%	-4%	-20%	-20%	-24	nt
CCSc1nc(-c2ccccc2)nc2c1Cc1c(CO)cnc(C)c1O2	nt	3%	11%	nt	nt	-31	nt
Cc1[nH]n(-c2ccccc2)c(=O)c1N=Nc1ccc2c(c1)OCCO2	-14%	-6%	3%	1%	-21%	28	0%
Cc1ccc(-c2noc(=O)n2CC(=O)Nc2ccc(S(=O)(=O)NC3CC3)cc2)cc1	-15%	0%	-11%	?	-25%	-25	2%
Cc1ccccc1-c1nnc(Cc2ccccc2)o1	-8%	0%	-2%	7%	-6%	46	-8%
Cc1ccc(NC(=O)c2c(C(F)(F)F)nn(C)c2Cl)cc1C	-4%	-11%	-12%	0%	6%	-2	3%
COC(=O)[C@H](Cc1c[nH]c2ccccc12)NC(=O)NCc1ccc(OC)c(OC)c1	0%	2%	3%	-11%	0%	30	-6%
O=C(CN(C1CCCCC1)S(=O)(=O)c1ccc(F)cc1)NCCCO	10%	1%	1%	4%	22%	8	1%
COC(=O)c1sc(NC(=O)CSc2n[nH]c(N)n2)c(C(=O)OC)c1C	27%	1%	-8%	?	-16%	-14	-2%
O=C(c1coc2ccc(O)cc12)C1CC1	-1%	1%	-12%	-7%	-16%	-9	-2%
CCCCNC(=O)CCCCCn1c(=O)[nH]c2cc(C(=O)OC)ccc2c1=O	3%	-5%	-8%	2%	0%	-5	-5%
Cc1cccc2c1OCC/C2=N\NC(=O)COc1ccccc1Cl	3%	1%	9%	-10%	-6%	36	0%
COCCNc1nc(SCc2ccccc2)nc2sc3c(c12)CCC3	9%	-4%	5%	?	25%	-9	6%
Cc1c(C(=O)Nc2ccc(Br)cc2)cnn1C	2%	-5%	3%	8%	-7%	118	2%

Following part.
SMILES	AMA1 RON2 block	TbPYK inhibitor	AmpC inh detg	HCV inhibitor	AmpC no deterg	HCMV antiviral	LmPK inhibitor
COc1ccc(-n2c(CNCCc3ccc(C)cc3)nc3ccccc3c2=O)cc1	11%	-5%	-13%	-25%	23%	13	-1%
CCOC(=O)C1=C(CS(=O)(=O)c2ccccc2)NC(=O)NC1c1ccc(OC)c(OC)c1 (configuration not stated)	12%	6%	1%	-10%	-5%	-17	0%
COc1ccc(CN2C(=O)c3cccnc3C2=O)cc1S(=O)(=O)NC1CCCCC1	14%	4%	1%	-20%	37%	-36	0%
COc1ccc(CCNC(=O)CCC2COc3ccccc3O2)cc1OC (configuration not stated)	3%	-6%	8%	?	154%[activator]	5	7%
CNC(=S)N1CCN(CCNC2=CC(=O)CC(C)(C)C2)CC1	6%	1%	3%	3%	2%	-22	0%
CN(C(=O)CC(NC(=O)c1ccccc1Cl)c1ccccc1)c1ccccc1 (configuration not stated)	8%	-4%	3%	nt	34%	21	4%
Cc1ccc(C)c(NC(=O)Cn2cc(S(=O)(=O)Cc3cccc(Cl)c3)c3ccccc32)c1	nt	1%[15.4 µM]	4%	nt	nt	?	nt
O=C(c1ccc([N+](=O)[O-])cc1[N+](=O)[O-])N1CCN(C(=O)C2CCCO2)CC1 (configuration not stated)	86%[activator]	-3%	-1%	2%	-3%	34	nt
COC(=O)C1C(O)CC2CCC1N2C (configuration not stated)	-6%	6%	nt	9%	-10%	?	nt
CC(C)(C)C(=O)CSc1nnc(-c2cccs2)n1CC1CCCO1 (configuration not stated)	3%	-23%	0%	17%	7%	36	-3%
CC1(C(=O)NC2CCCC2)CCN1C(=O)Cc1ccc(-c2ccccc2)cc1 (configuration not stated)	-10%	2%	nt	nt	nt	-19	nt
COc1ccccc1OC(=O)CN1C(=O)c2ccccc2C1=O	-5%	-9%	1%	14%	0%	?	2%
CCCc1nc(-c2cc3ccc(C)cc3[nH]c2=O)no1	-8%	-5%	?	-15%	-5%	?	-3%
C/C(=N\O)C1CCCCC1	nt	nt	4%	nt	-15%	nt	3%
NNC(=O)c1ccc2[nH]c3c(c2c1)CCCC3	26%	-6%	1%	-18%	25µM*	?	0%

(listing goes on)
SMILES	AMA1 RON2 block	TbPYK inhibitor	AmpC inh detg	HCV inhibitor	AmpC no deterg	HCMV antiviral	LmPK inhibitor
Cc1cccc(N2C(=O)CC(Sc3nc(C)c4c(n3)CCCC4)C2=O)c1 (configuration not stated)	15%	-3%	0%	4%	-6%	-9	6%
Cc1ccc(CS(=O)Cc2ccc(C(=O)N3CCN(c4ccccc4)CC3)o2)cc1 (configuration not stated)	1%	-9%	-12%	6%	118%[activator]	-5	-6%
COC(=O)CSCC(=O)Nc1nnc(-c2cccc(C)c2)s1	-1%	3%	8%	1%	-19%	7	2%[11.5 µM]
COc1ccc(/C=C/C(=O)N2CCN(c3ccccn3)CC2)cc1	-6%	5%	-8%	18%	-7%	15	-9%
CC1CC(=O)N(CC(=O)NCc2ccccc2)c2ccccc2S1(=O)=O (configuration not stated)	-12%	-2%	3%	0%	-8%	31	1%
CC(=O)OCCCN1C(=O)c2cccc3cc(Br)cc(c23)C1=O	nt	nt	?	nt	-18%	nt	-7%
Cc1cc(-c2ccccc2)nc(N2CCC(C(=O)NCc3ccccc3Cl)CC2)n1	nt	nt	-5%	3%	-18%	nt	3%
CNc1nc2c(N)ncnc2n1[C@H]1O[C@@H](CO)[C@H](O)[C@@H]1O	4%	6%	-5%	?	-3%	-32	-6%
Cc1ccc(/C=N/n2c(C3CCCCC3)n[nH]c2=S)cc1	100%[activator]	-31%	-1%	0%	-30%	?	-15%
CC1=C(C#N)C(Nc2ccc(Cl)cn2)(C(F)(F)F)C(=O)N1 (configuration not stated)	-4%	9%	-2%	-4%	-18%	-12	-3%
CC(NC1c2ccccc2-c2ccccc21)c1ccccc1 (configuration not stated)	27%	-3%	2%	3%	-23%	31	-1%
Cc1ccc(S(=O)(=O)N(C)CC(=O)OCC(=O)N2CC(=O)Nc3ccccc32)cc1	-3%	4%	-2%	12%	-28%	4	0%
CN(/N=C\c1ccc(O)c(O)c1)c1nc(-c2ccccc2)cc(-c2ccccc2)n1	2%[2.32 µM]	-13%	-13%	11µM*	-16%	94	0%
COc1ccc(OCC2c3cc(OC)c(OC)cc3CCN2C(=O)C(C)C)cc1 (configuration not stated)	-18%	-5%	1%	-21%	132%[activator]	107	1%
CCN1C(=O)NC(c2ccc(Cl)cc2)C2=C1CCCC2=O (configuration not stated)	2%	1%	-9%	8%	-32%	-14	11%
COC(=O)C1C(O)=C(C=NC2CCCCC2)C(=O)CC1(C)C (configuration not stated)	-4%	2%	?	15%	-1%	47	-3%
COC(=O)c1cc2sc(C)cc2n1Cc1ccc(Br)cc1F	nt	0%	22%	nt	nt	23	nt

An unsorted share of the library (roughly 7.5% active in at least one column).
